Screening data deposited in PubChem BioAssay by Sanford-Burnham Center for Chemical Genomics.
CCR6 antag = CCR6 (human) receptor antagonism; AID 493098; CHO-K1 CCR6 PathHunter beta-arrestin, luminescence, CCL20-stimulated; P51684; inhibition, % at 20 µM; 340,000 tested, 0.49% active;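 active = compounds whose inhibition of the agonist-driven luminescence signal at 20 µM reaches about 50%, limit read from the data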;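 note: cells stimulated with CCL20 at 14 nM final; plate controls were DMSO with CCL20 for no effect and DMSO without agonist for full effect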
Target sequence (P51684 whole entry, looked up): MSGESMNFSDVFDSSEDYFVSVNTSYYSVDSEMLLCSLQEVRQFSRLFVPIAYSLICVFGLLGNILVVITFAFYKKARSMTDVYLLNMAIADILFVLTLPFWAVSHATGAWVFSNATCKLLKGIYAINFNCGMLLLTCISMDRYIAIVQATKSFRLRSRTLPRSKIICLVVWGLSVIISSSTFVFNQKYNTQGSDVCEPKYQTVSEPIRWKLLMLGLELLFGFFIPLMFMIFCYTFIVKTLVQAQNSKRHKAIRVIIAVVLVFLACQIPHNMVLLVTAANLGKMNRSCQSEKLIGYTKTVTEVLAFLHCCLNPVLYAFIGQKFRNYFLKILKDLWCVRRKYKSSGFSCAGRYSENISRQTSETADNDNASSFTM
Gli-Sufu block = antagonists of Gli-Sufu signaling; Sufu-KO-LIGHT fibroblasts, Gli luciferase reporter luminescence; inhibition, % at 5 µM; 340,000 tested, 0.74% active; AID 588413;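 active = inhibition above about 55%, limit read from the data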;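 note: 0% = DMSO-treated cells and 100% = wells with medium but no cells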
CXCR6 block = inhibitors of human CXCR6 receptor | O00574 | 360,000 tested, 0.36% active | inhibition, % at 20 µM | CHO-K1 PathHunter CXCR6 beta-arrestin, luminescence | AID 602244; in the data active = inhibition above about 34%, passing the limit was not always enough;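 note: antagonist mode with CXCL16 agonist at 10 nM final; 0% = 10 nM CXCL16 with DMSO and 100% = unstimulated wells without agonist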
Target sequence (O00574 whole entry, looked up): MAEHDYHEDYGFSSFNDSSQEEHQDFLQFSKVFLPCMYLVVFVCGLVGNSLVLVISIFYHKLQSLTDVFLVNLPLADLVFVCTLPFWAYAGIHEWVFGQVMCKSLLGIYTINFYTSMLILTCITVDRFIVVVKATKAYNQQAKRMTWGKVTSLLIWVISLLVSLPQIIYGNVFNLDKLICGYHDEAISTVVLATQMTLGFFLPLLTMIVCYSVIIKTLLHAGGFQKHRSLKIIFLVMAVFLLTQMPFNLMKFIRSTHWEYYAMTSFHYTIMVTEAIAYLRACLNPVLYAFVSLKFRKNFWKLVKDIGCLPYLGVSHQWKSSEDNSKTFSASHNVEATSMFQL
697 NFkB inh = inhibitors of the PMA/ionomycin-induced NF-kB reporter in 697 B cells; 697 B-cell NF-kB luciferase reporter, 16 h; 330,000 tested, 0.33% active; inhibition, % at 4 µM; in the data active = inhibition above about 35%
UBC13 polyUb = inhibitors of human UBC13 polyubiquitin chain formation | P61088 | TR-FRET | inhibition, % at 20 µM | 330,000 tested, 0.47% active; in the data active = inhibition above about 45%, passing the limit was not always enough
Target sequence (P61088 whole entry, looked up): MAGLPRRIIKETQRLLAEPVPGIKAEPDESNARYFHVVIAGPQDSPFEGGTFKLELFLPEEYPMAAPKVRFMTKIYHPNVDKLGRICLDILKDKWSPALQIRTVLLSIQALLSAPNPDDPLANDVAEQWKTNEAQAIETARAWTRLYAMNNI
EBI2 antag = antagonists of human EBI2 receptor; P32249; EBI2 beta-arrestin recruitment, luminescence, 7a,25-OHC stimulated; inhibition, % at 5 µM; 360,000 tested, 0.81% active; in the data active = inhibition above about 38%;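 note: enzyme fragment complementation signal reports receptor beta-arrestin coupling in cells; 0% = agonist plus DMSO wells and 100% = wells without agonist; some results beyond the cut were filed as inactive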
APJ antagonist = blocks the human apelin receptor APJ | CHO-K1 APJ beta-arrestin complementation, luminescence | inhibition, % at 20 µM | 330,000 tested, 0.32% active | AID 2521;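 active = inhibition above about 40% at 20 µM, limit read from the data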;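 note: cells challenged with 10 nM apelin-13 agonist together with compound; plate controls were apelin-13 plus DMSO wells for no effect and DMSO wells lacking apelin-13 for full effect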
Jurkat NFkB inh = inhibitors of the PMA/ionomycin-induced NF-kB reporter in Jurkat cells; AID 435003; PMA/ionomycin-induced NF-kB luciferase reporter, luminescence; 330,000 tested, 0.53% active; inhibition, % at 4 µM; in the data active = inhibition above about 50%
* hit, by the source's call; x = no result given.

SMILES | CCR6 antag | Gli-Sufu block | CXCR6 block | 697 NFkB inh | UBC13 polyUb | EBI2 antag | APJ antagonist | Jurkat NFkB inh
O=C(Cn1cnc2c(cnn2-c2ccccc2)c1=O)Nc1cc(S(=O)(=O)N2CCOCC2)ccc1Cl | 16 | 12 | -9 | -4 | -2 | 5 | 16 | 2
COc1ccc(OCc2nn3c(-c4ccco4)nnc3s2)cc1 | 3 | 2 | 2 | -6 | 8 | 1 | 18 | 2
CN(C)c1ccc(/C=N/Nc2nncc3ccccc23)cc1 | 3 | -78 | 2 | x | x | 1 | x | x
Cc1csc(=Nc2ccccc2)n1CCO | -4 | -7 | -11 | 11 | 6 | -4 | -7 | 4
Cc1cc2c(c(=O)o1)C(Cc1ccccc1)C(C#N)=C(N)O2 (stereo unspecified) | 4 | 1 | 5 | 0 | 0 | -12 | 6 | -9
COc1ccc(CNC(=O)[C@]2(C)CCC[C@@]3(C)C4CC[C@@]5(C)C[C@]4(CCC32)CC5=O)cc1 (stereo partly specified) | 8 | -9 | -2 | 17 | -14 | 11 | -5 | -1
CCCN1CCC(=O)N([C@H](CSc2ccc(C)cc2)Cc2ccccc2)CC1 | 14 | 30 | -13 | 19 | 23 | -1 | 14 | 7
C=C1c2cc3c(cc2NC(=S)N1Cc1ccccc1)OCO3 | 11 | -15 | -5 | -46 | 4 | 6 | -27 | -17
NNc1cc([N+](=O)[O-])cc2c1C(=O)N(Cc1ccccc1)S2=O (stereo unspecified) | -11 | -2 | -5 | 13 | -31 | 10 | -31 | 10
COc1ccc(C(=O)/C=C/N2CCCCC2)cc1OC | 14 | -16 | 1 | -5 | -7 | -7 | -7 | -36
Cc1ccc(NCc2nnc(SCC(=O)NCc3ccco3)n2CC2CCCO2)cc1Cl (stereo unspecified) | 9 | 0 | 6 | 1 | 19 | 18 | -3 | -8
O=C(N/C(=C\c1cn(-c2ccccc2)nc1-c1ccc(Cl)cc1)C(=O)N1CCOCC1)c1ccccc1 | x | x | x | 7 | 2 | x | -4 | 3
Cc1csc(N(C(=O)CCNC(=O)c2ccc([N+](=O)[O-])cc2)c2ccccc2)n1 | 2 | 4 | -6 | 2 | 1 | -1 | -31 | -4
Cc1cc(C(=O)NC2CCCN(Cc3ccc(Cl)cc3)C2)no1 (stereo unspecified) | 12 | 16 | -3 | -11 | 1 | 6 | -2 | -2
O=C(NCC1CCCO1)C1c2ccccc2C(=O)N1C1CCCCCC1 (stereo unspecified) | 8 | 11 | 6 | 1 | -4 | -3 | 7 | -1
COc1ccc2[nH]cc(/C=C(/C#N)S(=O)(=O)c3ccccc3)c2c1 | 2 | -3 | 5 | -19 | -5 | 23 | -17 | -2
CSc1ccccc1NC(=O)CSc1nncs1 | -9 | -19 | -12 | 2 | -3 | 11 | -16 | 7
COc1ccc(N2CCN(C(=O)c3ccc(C)cc3Cl)CC2)cc1 | 8 | -5 | 4 | -21 | -4 | 0 | 13 | 12
CSc1cccc(NC(=O)C2CCCN2S(=O)(=O)c2ccc(Br)s2)c1 (stereo unspecified) | 26 | -1 | -1 | 1 | -2 | 8 | -5 | -9
CCn1cc(C(=O)NCCC(=O)OC)c(=O)c2cc3c(cc21)OCO3 | 9 | 5 | -2 | 3 | 5 | -11 | 1 | -8
CCOn1c(=O)c(-c2ccc(C)cc2)[n+]([O-])c2ccccc21 | 9 | 5 | -3 | 2 | -2 | 7 | -19 | -14
COc1cc(OC)c(OC)cc1CNC(=O)c1ccc(S(=O)(=O)N2CCCCC2)cc1 | 10 | 4 | 0 | 4 | -24 | -11 | -60 | 16
CC1CCN(C(=O)COC(=O)CSc2ccc(C(N)=O)cc2[N+](=O)[O-])CC1 | 5 | -5 | 2 | 3 | -5 | -11 | -1 | 8
CCCn1c(N)c(C(=O)CSc2nnc(C3CC3)n2C2CC2)c(=O)[nH]c1=O | 8 | 3 | 0 | -15 | -6 | -4 | 3 | 5
C=CCn1c(SCC(=O)NC2CCS(=O)(=O)C2)nc2scc(C3CC3)c2c1=O (stereo unspecified) | 9 | -2 | -1 | -21 | -3 | -4 | -5 | -6
COc1cccc(OCc2nn[nH]n2)c1 | 5 | 3 | -2 | -26 | -3 | -14 | 2 | -5
CCOC(=O)N1CCC(NC(=O)c2cc(-c3ccc(F)cc3)[nH]c2C)CC1 | 4 | -2 | -5 | -22 | -3 | 29 | 5 | -15
O=C(Cn1cnc2c(nnn2Cc2ccccc2)c1=O)NCc1ccccc1Cl | 2 | 7 | -1 | -22 | -8 | 9 | -5 | -6
NC(=O)c1cc(S(=O)(=O)NCc2ccccc2)cs1 | 14 | 0 | -4 | -13 | -2 | -8 | 21 | 0
O=C(CCCCCCCC(=O)c1ccccc1)c1ccccc1 | 28 | 0 | -12 | -6 | -1 | -23 | 0 | 3
CC(c1n[nH]c(=S)n1Cc1ccccc1)N(C)C (stereo unspecified) | -8 | 4 | -7 | 4 | -8 | -3 | -24 | -2
CC(C)(CCc1ccccn1)C(=O)C(CCc1ccccn1)CCc1ccccn1 | 16 | 0 | 6 | x | x | 20 | x | x
CCCOc1cccc(C(=O)Nc2cc(NC(=O)c3ccco3)ccc2OC)c1 | 12 | 10 | 5 | -11 | -8 | -7 | -1 | -11
COC(=O)c1nc2n(n1)C(c1cccc(Cl)c1)C1=C(CC(C)(C)CC1=O)N2 (stereo unspecified) | -8 | -2 | -4 | 10 | 10 | 0 | -61 | -9
CCOC(=O)c1ccc(NC(=S)NN2CCOCC2)cc1 | 1 | -13 | 7 | -43 | -2 | -2 | 8 | 11
C=CCSc1nc(=O)n2cccc(C)c2n1 | -2 | 1 | -4 | -9 | -7 | -2 | 8 | -16
C[C@@H](CSc1ccc(Br)cc1)CN1CC[C@H](C(C)(C)C)CCC1=O | 24 | 12 | 18 | -3 | 8 | 14 | 2 | -5
O=C(NCCS(=O)(=O)N1CCCC1)c1ccccc1 | -10 | -2 | 2 | -16 | -1 | -6 | -16 | -16
CCN(CC)CCn1c(OC)cc(=O)[nH]c1=O | -1 | -19 | -4 | -15 | 1 | -4 | 13 | 4
O=C(c1n[nH]c2ccccc12)N1CCOCC1 | 6 | -5 | -4 | -11 | -20 | -15 | 2 | -22

An excerpt of these results, tab-delimited:
Compound	CCR6 antag	Gli-Sufu block	CXCR6 block	697 NFkB inh	UBC13 polyUb	EBI2 antag	APJ antagonist	Jurkat NFkB inh
O=C(CCCCCCCC(=O)c1ccccc1)c1ccccc1	28	0	-12	-6	-1	-23	0	3
CCOC(=O)c1ccc(NC(=S)NN2CCOCC2)cc1	1	-13	7	-43	-2	-2	8	11
CCOC(=O)N1CCC(NC(=O)c2cc(-c3ccc(F)cc3)[nH]c2C)CC1	4	-2	-5	-22	-3	29	5	-15
C[C@@H](CSc1ccc(Br)cc1)CN1CC[C@H](C(C)(C)C)CCC1=O	24	12	18	-3	8	14	2	-5
O=C(c1n[nH]c2ccccc12)N1CCOCC1	6	-5	-4	-11	-20	-15	2	-22
CC(C)(CCc1ccccn1)C(=O)C(CCc1ccccn1)CCc1ccccn1	16	0	6	x	x	20	x	x
CCCn1c(N)c(C(=O)CSc2nnc(C3CC3)n2C2CC2)c(=O)[nH]c1=O	8	3	0	-15	-6	-4	3	5

4 entries already listed, ordered by their value in CCR6 antag, highest first:
SMILES | CCR6 antag
O=C(CCCCCCCC(=O)c1ccccc1)c1ccccc1 | 28
C=CCn1c(SCC(=O)NC2CCS(=O)(=O)C2)nc2scc(C3CC3)c2c1=O (stereo unspecified) | 9
COc1cccc(OCc2nn[nH]n2)c1 | 5
CCOC(=O)N1CCC(NC(=O)c2cc(-c3ccc(F)cc3)[nH]c2C)CC1 | 4

(cont.)
SMILES | CCR6 antag | Gli-Sufu block | CXCR6 block | 697 NFkB inh | UBC13 polyUb | EBI2 antag | APJ antagonist | Jurkat NFkB inh
CC(C)C[C@@H]1CN=C(N)N1C[C@@H]1CCCN1C[C@H](C)N1C[C@@H](Cc2ccccc2)N(CCc2ccc(Cl)c(Cl)c2)C1=N | 12 | 8 | 4 | 6 | 76* | -17 | 16 | 11
Cc1cc(C(C)(C)C)oc1C(=O)OCC(=O)NC1CCCCC1 | 9 | -2 | 5 | 8 | 5 | 2 | 2 | 4
COC(=O)Cn1cnc2c1c(=O)n(C)c(=O)n2C | -5 | -14 | 2 | 11 | 11 | -3 | 23 | -6
CCOc1ccc2oc(C(=O)N(C)CC(=O)Nc3ccc(OCC)c(OCC)c3)c(C)c2c1 | 9 | 1 | 4 | 0 | 2 | -10 | 4 | -2
CC(=O)Nc1ccc(N(CC(=O)NC2CCCC2)C(=O)CCC(=O)Nc2cc(C)on2)cc1 | 11 | -10 | 1 | 14 | 1 | 5 | 5 | 2
Cc1ccc(S(=O)(=O)NCc2ccccc2)cc1C(=O)N(C)CC(=O)Nc1c(Cl)cccc1Cl | -7 | -2 | 0 | 17 | -3 | 16 | 12 | 3
CC(C)Cn1cc(C(=O)NCCCOC(C)C)c2c3ccccc3n(C)c2c1=O | -14 | -21 | 5 | -38 | 35 | 6 | 1 | -7
C(=N\n1cnnc1SCc1ccccc1)/c1ccco1 | -12 | -1 | -6 | 0 | -2 | 7 | -2 | 8
COc1ccc(-n2ncc3c2CC(C)(C)CC3NC(=O)c2ccoc2C)cc1 (stereo unspecified) | -8 | 21 | 4 | 8 | -1 | -3 | 5 | 11
COc1cc(C2CC(=O)Oc3ccc(C(C)(C)C)cc32)cc(OC)c1OC (stereo unspecified) | 13 | -5 | 2 | -20 | x | 1 | x | x
COc1ccc(Cc2nnc(SCC(=O)Nc3nc(C)cs3)o2)cc1 | -10 | 7 | -2 | 17 | -12 | -13 | 0 | 3
CC1(C)CC(=O)C(C=NCCCN2CCCC2=O)=C(O)C1 | -2 | 4 | 4 | 17 | 0 | -8 | 7 | -15
COCc1cc(C)n(CC(=O)N2CCCC2)c(=O)c1C#N | 16 | -15 | 1 | 17 | 9 | -2 | 12 | 8
COc1cc(C(CC(=O)N2CCCC2)c2c(OC)cc(OC)c3ccc(=O)oc23)cc(OC)c1OC (stereo unspecified) | 1 | 2 | 4 | 20 | 0 | -17 | 19 | 18
Cc1cccc(NC(=S)NC(C)C(c2ccccc2)N2CCN(C)CC2)c1C (stereo unspecified) | 20 | 14 | 7 | -7 | -12 | 8 | 11 | -25
Cc1cc(C)c2cc(C#N)c(N3CCCN(C(=O)c4cnccn4)CC3)nc2c1 | 14 | -10 | 0 | -10 | -5 | 3 | 4 | -10
Cc1nc(SCc2ccccc2C#N)n[nH]1 | -1 | 8 | -7 | 7 | -6 | -4 | -23 | -11
CCOC(=O)C1=C(CS(=O)(=O)c2ccccc2)NC(=O)NC1c1cccc(OC)c1 (stereo unspecified) | 2 | 0 | -4 | 7 | 0 | -6 | -3 | 9
O=C(O)c1nn(CCOc2ccc(Cl)cc2Cl)c(=O)c2ccccc12 | -10 | 0 | -3 | 4 | -7 | 7 | 6 | -2
